# Screens: PubChem BioAssay, National Center for Advancing Translational Sciences (NCATS)
# HCV inh = HCV inhibition. Potency, µM (doses to about 41.8 µM), inactives show at the highest dose activity change, negative = inhibition, actives largely listed as inhibitors. AID 651820. Huh7.5.1 HCVcc-Cre infection, luciferase reporter, 44 h. actives 3.4% (n = 340,000); note: potency is the fitted concentration of half-maximal effect; % is set by controls: 0 for no effect and ±100 for the full control effect
#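 A cell-based infection assay in which seeded cells (1,000 per well) receive test compound after 4 h, are inoculated with HCVcc-Cre at approximately 0.5 moi, and are incubated 44 h before luminescence detection.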
# Pf growth 48h = inhibits P. falciparum growth in the first generation, 48 h. P. falciparum luciferase growth in erythrocytes, 48 h. Potency, µM (titrated, usually from 28.7 µM), for inactives: top-dose activity change, negative = inhibition, usual class: inhibitors. actives 5.9% (n = 310,000). AID 504832; note: potency is the fitted concentration of half-maximal effect; % is set by controls: 0 for no effect and ±100 for the full control effect
#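 Cell-based growth assay: transgenic P. falciparum expressing firefly luciferase, cultured in red cells within RPMI 1640 containing 0.5% w/v Albumax, 24 mM bicarbonate and gentamycin. A drop in luciferase activity indicates inhibition.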
# FBPA Giardia inh = Giardia lamblia aldolase inhibition; A8B2U2; purified Giardia FBPA; Potency, µM (titrated, usually from 59.6 µM), without a hit: at the highest dose activity, negative = inhibition, usual class: inhibitors; actives 0.71% (n = 290,000); AID 2451; note: potency is the fitted concentration of half-maximal effect; % is set by controls: 0 for no effect and ±100 for the full control effect; nearly all actives have a fitted effect of over 55% in size
# Target sequence (A8B2U2 whole entry, looked up): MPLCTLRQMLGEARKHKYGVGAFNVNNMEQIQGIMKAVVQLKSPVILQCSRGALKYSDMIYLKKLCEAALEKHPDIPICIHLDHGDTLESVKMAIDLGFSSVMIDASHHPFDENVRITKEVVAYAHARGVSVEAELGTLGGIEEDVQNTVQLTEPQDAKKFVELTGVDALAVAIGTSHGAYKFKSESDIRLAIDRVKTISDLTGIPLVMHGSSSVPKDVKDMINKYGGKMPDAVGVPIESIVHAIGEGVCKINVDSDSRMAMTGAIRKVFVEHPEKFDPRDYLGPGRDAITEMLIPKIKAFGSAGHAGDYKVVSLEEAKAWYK
#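 Giardia FBPA (40 nM reagent) was preincubated 10 min at RT with compound (up to 57.5 uM final), then substrate plus GAPDH/TPI/NAD/arsenate coupling system with diaphorase/resazurin was added; resorufin fluorescence (525/598 nm) was read after 20 min.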
# Pf growth 96h = inhibits malaria parasite growth, 96 h; AID 504834; Potency, µM (top dose mostly 28.7 µM), for the others: at the top dose activity change, negative = inhibition, usual class: inhibitors; P. falciparum luciferase reporter growth, 96 h; actives 6.9% (n = 320,000); note: potency is the fitted concentration of half-maximal effect; % is set by controls: 0 for no effect and ±100 for the full control effect
#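 Erythrocytes infected with luciferase-expressing P. falciparum were dispensed at 2% hematocrit and 0.05% parasitemia (final), then incubated with compounds 96 hours at 37 C in 5% CO2. Luminescence after detection reagent addition reported growth.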
# CHX counter = counter-screen hit for Shiga toxin inhibitors, cycloheximide. cell reporter, cycloheximide protein synthesis inhibition counterscreen. max response, %. actives 12% (n = 300,000). AID 2314; in the data active = max response mostly above about 13%, no sharp cut-off; inactive = mostly below about 14%; note: read at 38.3 µM for the half of the compounds with a filed dose; 0% is about no effect
# Shiga inhibitor = inhibitors of Shiga toxin in Vero cells; actives 9.2% (n = 290,000); Vero cells, Shiga toxin protein synthesis inhibition reporter; AID 2315; inhibition, % at 38.7 µM; in the data active = inhibition mostly above about 28%, no sharp cut-off; inactive = mostly below about 43%; note: 0% is about no effect
# * marks the source's active call; other numbers are inactive results; ? = inconclusive; / = not tested or not shown; & = joins results of further samples; [ ] = dose if it differs, or a comment. Unless noted, calls come from the whole dose curve; as a rule, active = well fitted curve in the direction sought with a large enough effect; inconclusive = small, poorly fitted or top-dose-only effect, or another doubt; inactive = no such curve, though single readings can be large; an effect the other way counts as inactive or inconclusive. Compounds as they come. About 24% of those tested had a hit in this group.
SMILES,HCV inh,Pf growth 48h,FBPA Giardia inh,Pf growth 96h,CHX counter,Shiga inhibitor
COC(=O)C1(C(=O)OC)NOC2C(=O)N(c3ccc(Cl)cc3Cl)C(=O)C21 (configuration not stated),14%,12%,6%,71%[activator],6,16
O=C(NCC1CCCO1)C(c1ccccn1)N(Cc1ccccc1Cl)C(=O)CN1C(=O)c2ccccc2S1(=O)=O (configuration not stated),17%,4%,0%,10%,3,0
COc1ccc(/C=C(\NC(=O)c2ccccc2)C(=O)NC2CCS(=O)(=O)C2)cc1 (configuration not stated),2%,?,2%,13%,0,-5
COc1ccc(NC(=O)Cc2c(O)c3ccccc3[nH]c2=O)cc1,20%,0%,3%,15%,-3,12
CC1CCN(c2cc(Br)c([N+](=O)[O-])cc2F)CC1,0%,3%,1%,18%,11,5
O=C(Nc1ccc(F)c(Cl)c1)c1ccc2c(=O)n3c(nc2c1)CCCCC3,10µM*,205%[activator],1%,50%[activator],52*,54*
N#CC1(C#N)[C@@H](C(=O)C23CC4CC(CC(C4)C2)C3)C12CCOCC2,9%,4%,5%,27%,-5,-6
Cc1cccc(NC(=O)CCN2C(=O)c3ccccc3S2(=O)=O)c1C,1%,50%[activator],0%,0%,-1,17*
CCOC(=O)N1CCC(n2c(=S)[nH]c3ccccc3c2=O)CC1,-6%,-12%,6%,/,8,23
Cc1cc(C(=O)N=Nc2c(O)n(C)c3ccccc23)c(C)o1,-4%,126%[activator],5%,161%[activator],27*,-5
O=C(N/N=C/c1cccnc1)/C(=C\c1cccs1)NC(=O)c1ccccc1,0%,-7%,9%,?,-3,-10
CCCOc1ccccc1C1CC(=O)Nc2cc3c(cc21)OCO3 (configuration not stated),3.5µM*,?,-21%,20%,-1,-16

# 5 entries drawn at random from those above, as already listed:
SMILES,HCV inh,Pf growth 48h,FBPA Giardia inh,Pf growth 96h,CHX counter,Shiga inhibitor
CC1CCN(c2cc(Br)c([N+](=O)[O-])cc2F)CC1,0%,3%,1%,18%,11,5
O=C(N/N=C/c1cccnc1)/C(=C\c1cccs1)NC(=O)c1ccccc1,0%,-7%,9%,?,-3,-10
CCCOc1ccccc1C1CC(=O)Nc2cc3c(cc21)OCO3 (configuration not stated),3.5µM*,?,-21%,20%,-1,-16
COc1ccc(NC(=O)Cc2c(O)c3ccccc3[nH]c2=O)cc1,20%,0%,3%,15%,-3,12
O=C(Nc1ccc(F)c(Cl)c1)c1ccc2c(=O)n3c(nc2c1)CCCCC3,10µM*,205%[activator],1%,50%[activator],52*,54*

# Other compounds.
SMILES,HCV inh,Pf growth 48h,FBPA Giardia inh,Pf growth 96h,CHX counter,Shiga inhibitor
CC1CCCCC1NC(=O)c1ccc(NC2=NC3CS(=O)(=O)CC3S2)cc1 (configuration not stated),4%,29%,/,-1%,-1,-6
COc1ccc(CCNC(=S)Nc2ccccc2C)cc1,?,?,-2%,?,-3,-20
COc1ccc(NC(=O)Cn2c(=O)oc3cc(S(=O)(=O)N4CCCC4)ccc32)cc1,-2%,?,10%,-3%,-3,-4
CCCCCCCNC(=O)C1(CC2CC(c3cccc(Br)c3)=NO2)CCNCC1 (configuration not stated),-7%[8.37 µM],?,-6%,12µM*,8.2*,33*
COc1ccc(S(=O)(=O)N2CN3CCN(C3)C2)cc1,9%,0%,8%,-24%,-1,-5
Cc1nn(CC(=O)N2c3ccccc3NC(=O)C2(C)C)c(C)c1[N+](=O)[O-],9%,3%,5%,?,8,-4
O=C(Nc1cnc2ccccc2c1)c1ccncc1,15%,/,-1%,-5%,73*,183*
C=C(C)c1cccc(C(C)(C)NC(=O)N2CC(C)OC(C)C2)c1 (configuration not stated),1%,-20%,0%,26%,-2,-12
CCN(CC)S(=O)(=O)c1ccc(OC)c(NC(=O)c2cc3c(=O)n4ccccc4nc3s2)c1,13%,-1%,1%,0%,-2,-1
Cc1ccc(C(=O)NCCC(=O)Nc2ccccc2C)cc1,13%,2%,2%,-5%,-3,2
COC(=O)c1cc(S(=O)(=O)NCc2ccccc2)cn1C,-9%,24%,1%,83%[activator],-2,-2
O=C(O)c1c2c(nc3ccccc13)/C(=C/c1c(F)cccc1F)CCC2,7%,10%,2%,38%[activator],0,25
CCOC(=O)c1ccc(NC(=O)CCn2nnc3ccccc32)cc1,-13%,-1%,1%,?,12*,42
CN(c1ccccc1C(=O)N1CCN(c2ccccc2F)CC1)S(=O)(=O)c1ccccc1,9%,-29%,/,10µM*,1,-4
COc1ccccc1N1CCN(C(=O)C(Cc2ccccc2)NC(=O)C2CCCCC2)CC1 (configuration not stated),?,10µM*,-6%,0%,-2,-7
CCN1CCN(C(=O)C2CCN(S(=O)(=O)c3cc(Cl)ccc3Cl)CC2)CC1,9%,10%,-3%,17%,-1,-6
CC12COC3(C(=O)Nc4nccs4)CC1CCC32C (configuration not stated),12%,?,0%,10%,-2,15
CCCCC(=O)Nc1ccc(NC(=O)C2CC2)nc1,-8%,14%,0%,2%,9,41*
Cc1cc(OCC(=O)N(C(C)C)C(C)C)cc(C)c1Br,2%,?,4%,?,3,5
O=C(Nc1ccccc1Oc1ccsc1C(=O)O)c1ccccc1F,-1%,/,6%,0%,-1,-5
COC(=O)/C(C#N)=C/c1c(Oc2cc(C)cc(C)c2)nc2c(C)cccn2c1=O,2%,1%,3%,4%,-2,-18
NS(=O)(=O)c1ccc(NC(=O)CSc2nc3ccccc3nc2N2CCOCC2)cc1,1%,-9%,5%,40%[activator],-2,-4
COc1cccc(CNCC(O)(c2ccc(Cl)cc2)c2ccc(Cl)cc2)c1,-30%,6.6µM*,0%,1.3µM*,-4,57
N=c1n(CCOc2ccccc2)c2ccccc2n1CCN1CCOCC1,11%,?,3%,?,5,-21

# Some of these compounds in order of molecular weight, lowest first:
SMILES,HCV inh,Pf growth 48h,FBPA Giardia inh,Pf growth 96h,CHX counter,Shiga inhibitor
CCCCC(=O)Nc1ccc(NC(=O)C2CC2)nc1,-8%,14%,0%,2%,9,41*
N=c1n(CCOc2ccccc2)c2ccccc2n1CCN1CCOCC1,11%,?,3%,?,5,-21
COc1cccc(CNCC(O)(c2ccc(Cl)cc2)c2ccc(Cl)cc2)c1,-30%,6.6µM*,0%,1.3µM*,-4,57

# Going on with the list.
SMILES,HCV inh,Pf growth 48h,FBPA Giardia inh,Pf growth 96h,CHX counter,Shiga inhibitor
O=C(O)CCC(=O)N1CCC(n2nnc3cc(C(F)(F)F)ccc32)CC1,9%,2.1µM*,1%,0%,-2,-6
C/C(=N\NC(=O)Cc1c(C)[nH][nH]c1=O)c1ccc(Cl)c(Cl)c1,11%,25%,3%,45%[activator],-3,-6
CC(C)(C)NC(=O)CSc1ccc(C(C)(C)C)cc1,?,?,0%,?,11,21
CC1CCN(c2c(NCc3ccc(C(=O)NCc4ccccc4)cc3)c(=O)c2=O)CC1,-10%,-63%,1%,1%,3,-7
O=C(NNc1ccccc1)C(=O)NNS(=O)(=O)c1ccc([N+](=O)[O-])cc1,9%,25%,13%,-21%,-1,-3
O=c1c2c(nc3c(-c4cccc(Br)c4)c[nH]n13)CCCC2,6.3µM*,?,10%,?,11,-4
CCCSc1oc(-c2ccco2)nc1S(=O)(=O)c1ccc(C)cc1,?,?,1%,29%,-1,-3
CCCCCn1c(=O)c(-c2nc3ccccc3c(=O)[nH]2)c(O)c2ccccc21,2%,15%,11%,20%,0,-3
CCCCN(CCCNC(=O)c1ccc(CS(=O)(=O)c2ccc(OC)cc2)o1)Cc1ccccc1,-4%,-16%,/,5%,-2,-4
COCCCNC(=O)CNC(=S)N(Cc1ccc(F)cc1)C1CCCCC1,5%,5%,4%,0%,-2,-7
CCN(CC)C(=O)CC(c1ccc(N(C)C)cc1)c1c(O)cc(OC)cc1OC (configuration not stated),-5%,?,-29%&-22%,?,-1&-1,-2&-5
Cc1cc(C)c(NC(=O)C(C)N2CCCCCC2)c(C)c1 (configuration not stated),-9%,0%,-19%,-7%,1,-7
Cc1ccc(-n2c3nc(=O)[nH]c(=O)c-3cc3cc([N+](=O)[O-])ccc32)cc1,31%[activator],7%,-18%,?,3,2
O=C(CC1CCCC1)NNC(=O)c1ccc(F)cc1,15%,-9%,/,38%[activator],/,/
Cn1c(=O)c2c(nc(Oc3ccccn3)n2C)n(C)c1=O,/,21%,1%,?,-2,-11
O=S(=O)(NC1CCCCC1Sc1ncccn1)c1ccc(Cl)cc1 (configuration not stated),-4%,-6%,-10%,9%,-1,-3
CCOc1cc(/C=N/NC(=O)c2ccncc2)ccc1OS(C)(=O)=O,4%,18%,3%,38%[activator],-2,-4
CCn1c(=O)c([N+](=O)[O-])c(N2CCN(Cc3ccc4c(c3)OCO4)CC2)c2ccccc21,11µM*,?,6%,?,1,6
Cc1cc(C)c(N=Cc2c(O)[nH]c(=O)[nH]c2=O)c(C)c1,17%,-14%,0%,3.3µM*,4,-6
COc1ccc(C2C(C#N)=C(N)OC3=C2C(=O)CC(C)(C)C3)cc1 (configuration not stated),12%,-8%,-4%,20%,-4,-2
C=CCSC1=N/C(=C\c2ccc(C(=O)O)cc2)C(=O)S1,7%,12%,-14%,0%,-3,-9
Cc1ccccc1C(=O)c1cccn1CC(=O)NCc1ccccc1Cl,-16%,17%,18%,?,22*,50*
COc1ccc([N+](=O)[O-])cc1N(CC(=O)N(C)C)S(C)(=O)=O,10%,7%,6%,-11%,0,-13
Cc1ccnc(NC(=O)Cn2c(=O)oc3ccccc32)c1,11%,51%[activator],/,64%[activator],20*,60*
CC[C@@H](C)[C@@H](C(=O)N1CCN(C(=O)OC(C)(C)C)CC1)n1cc(CCC(=O)O)nn1,26%,44%[activator],3%,46%[activator],-7,-4
C#CC(C)OC(=O)Nc1cnccc1C(F)(F)F (configuration not stated),23%,1%,-5%,?,-4,-6

# Among those listed so far, 3 contain a thiophene ring, fused or not.
SMILES,HCV inh,Pf growth 48h,FBPA Giardia inh,Pf growth 96h,CHX counter,Shiga inhibitor
O=C(N/N=C/c1cccnc1)/C(=C\c1cccs1)NC(=O)c1ccccc1,0%,-7%,9%,?,-3,-10
CCN(CC)S(=O)(=O)c1ccc(OC)c(NC(=O)c2cc3c(=O)n4ccccc4nc3s2)c1,13%,-1%,1%,0%,-2,-1
O=C(Nc1ccccc1Oc1ccsc1C(=O)O)c1ccccc1F,-1%,/,6%,0%,-1,-5
